Screens from PubChem BioAssay.
NALP3 yeast inh: NALP3 inhibition in yeast | inhibition, % at 10 µM | 330,000 tested, 0.39% active | Yeast reconstituted NLRP3/ASC/caspase-1, beta-gal luminescence, 24 h;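 active = inhibition of 50% or more; inactive = inhibition below 50%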;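 note: plate controls were induced DMSO wells for no effect and uninduced yeast grown without galactose for full effect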
tim10-1 inh: growth inhibitors of tim10-1 mutant yeast. S. cerevisiae tim10-1 ts strain growth, BacTiter-Glo, 24 h. inhibition, % at 20 µM. 330,000 tested, 2.2% active;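 active = inhibition of at least 40%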;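 note: mutant grown at 25 °C; 0% = DMSO wells with yeast and 100% = wells holding no yeast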
tim23-1 inh: inhibits growth of tim23-1 mutant yeast. S. cerevisiae tim23-1 growth, BacTiter-Glo luminescence, 24 h. inhibition, % at 20 µM. 330,000 tested, 1.3% active. AID 463212;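 active = growth inhibition of the mutant yeast at or above 50%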;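 note: temperature-sensitive mutant grown at 25 °C; plate controls were DMSO-treated mutant yeast for no effect and medium wells lacking yeast for full effect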
GRIN3A LBD mod: NR3A (human) ligand-binding domain modulation; 340,000 tested, 2.5% active; NR3A LBD differential scanning fluorimetry, Tm shift; 0% = protein alone, 100% = glycine-bound protein; AID 1259313; Tm shift relative to glycine control, % at 25 µM;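 active = melting temperature shift of at least 10% of the positive control shift, at one fixed dose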
XBP1 UPR activ: activators of adaptive arm of unfolded protein response (XBP1); CHO-XBP1 luciferase reporter, IRE1-XBP1 UPR activation, luminescence; percent of tunicamycin response, DMSO as zero; 330,000 tested, 0.33% active; activation, % at 20 µM;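 active = versus positive control, 20 µM dose yields 30% or more activation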;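 note: 100% = tunicamycin at 10 µg/mL and 0% = DMSO only wells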
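Test system: CHO-XBP1 luciferase reporter cells | Buffer or medium: Serum-containing F12 medium, 10% FBS | Schedule: 6 h compound exposure at 37 °C, 5% CO2 | Detection: Steady-Glo luciferase glow luminescence, 10 min after reagent addition | Read-out basis: Activation, % of tunicamycin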
TIM10 inh: TIM10 yeast growth inhibition | S. cerevisiae TIM10 strain growth, BacTiter-Glo luminescence, 24 h | inhibition, % at 10 µM | 330,000 tested, 1.4% active | AID 463195;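 active = inhibition of 40% or more at the single tested concentration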;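 note: wild-type TIM10 isogenic control strain grown at permissive 25 °C; 0% = DMSO yeast wells and 100% = minimal medium wells without yeast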
APJ ag: agonists of human APJ apelin receptor; P35414; CHO-K1 APJ PathHunter beta-arrestin, luminescence; 0% DMSO wells, 100% apelin; 330,000 tested, 0.11% active; activation, % at 20 µM;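 active = activation more than six SD over the plate average, tested at 20 µM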;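 note: 0% = DMSO alone and 100% = apelin-13 at 10 nM; some results filed as inactive read as strong as hits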
Target sequence (P35414 whole entry, looked up): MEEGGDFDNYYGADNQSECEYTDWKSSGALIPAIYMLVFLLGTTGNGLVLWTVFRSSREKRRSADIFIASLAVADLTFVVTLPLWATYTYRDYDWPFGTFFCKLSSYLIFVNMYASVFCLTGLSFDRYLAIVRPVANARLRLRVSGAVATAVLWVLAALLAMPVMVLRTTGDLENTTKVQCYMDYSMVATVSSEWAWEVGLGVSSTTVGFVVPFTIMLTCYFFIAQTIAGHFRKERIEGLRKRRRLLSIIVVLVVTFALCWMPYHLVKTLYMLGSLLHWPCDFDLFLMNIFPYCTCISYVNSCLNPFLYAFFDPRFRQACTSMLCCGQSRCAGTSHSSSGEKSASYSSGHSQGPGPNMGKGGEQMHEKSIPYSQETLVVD
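Test system: CHO-K1 APJ beta-arrestin complementation cell line. Amount: cell density 1000 per well. Controls: DMSO negative, 10 nM Apelin-13 positive. Signal: luminescent beta-gal fragment complementation, chemiluminescent substrate. Read-out basis: agonist-driven arrestin binding to APJ. Timing: compound stimulation 90 min at 25 °C, detection 60 min.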
Mdm2-MdmX inh: human Mdm2/MdmX binding inhibition; O15151+Q00987; SaOS-2 split-luciferase Mdm2/MdmX complementation, luminescence; inhibition, % at 8 µM; 330,000 tested, 3% active;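 active = inhibition of at least 50% at 8 µM in the primary screen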
CHOP UPR activ: activators of apoptotic arm of unfolded protein response (CHOP); activation, % at 10 µM; 330,000 tested, 0.34% active; AID 449763; CHO-CHOP luciferase reporter, UPR activation, luminescence; percent of tunicamycin response over DMSO baseline;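 active = at 10 µM dose, activation of 40% or more, normalized to positive control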;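 note: 100% = tunicamycin at 10 µg/mL and 0% = DMSO alone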
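Test system: CHO CHOP reporter cells. Input: 500 CHO-CHOP cells per well. Medium: F12 with 10% FBS. Technique: luciferase luminescence. Measure: percent activation relative to tunicamycin control. Dosing: 10 µM compound, 0.5% DMSO. Timing: 16-18 h cell attachment, then 6 h compound exposure, 37 °C.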
Numbers without * were called inactive.

The first 2 records as a preview:
SMILES	NALP3 yeast inh	tim10-1 inh	tim23-1 inh	GRIN3A LBD mod	XBP1 UPR activ	TIM10 inh	APJ ag	Mdm2-MdmX inh	CHOP UPR activ
CNC(=O)c1cc2c(s1)-c1ccccc1CC2	7	2	23	0	7	-4	-2	-22	3.7
O=C(COC(=O)c1ccco1)NC(c1ccccc1)c1ccccc1	15	13	7	-1	0	-4	-4	17	-1.3

The listing, from the first entry:
SMILES	NALP3 yeast inh	tim10-1 inh	tim23-1 inh	GRIN3A LBD mod	XBP1 UPR activ	TIM10 inh	APJ ag	Mdm2-MdmX inh	CHOP UPR activ
CNC(=O)c1cc2c(s1)-c1ccccc1CC2	7	2	23	0	7	-4	-2	-22	3.7
O=C(COC(=O)c1ccco1)NC(c1ccccc1)c1ccccc1	15	13	7	-1	0	-4	-4	17	-1.3
CC(C(=O)Nc1ccccc1C(F)(F)F)N1CCN(C)CC1 (stereo not given)	20	4	-6	0	3	1	-3	2	3.8
CC(=O)N1CCc2cc(S(=O)(=O)CCC(=O)N3CCN(c4ccccn4)CC3)ccc21	7	12	2	2	-2	-23	0	13	-2.6
O=C(CC(=O)Nc1ccc(Br)cc1)Nc1ccc(Br)cc1	15	-45	7	-19	-2	-8	-2	30	-0.3
CC(C)(C)OC(=O)C[C@H]1C/C=C\C[C@@H](CC(=O)NCCO)C(=O)NC[C@H](c2ccccc2)OC1=O	10	10	13	-2	1	-2	-3	1	-0.6
Cc1ccc(Cl)cc1N1CCN(C(=O)CNC(=O)c2ccc(Br)o2)CC1	36	-8	46	-2	1	-17	3	-17	0.2
CC1Oc2cc3oc4c(O)c5c(cc4c(=O)c3c(O)c2C1(C)C)C=CC(C)(C)O5 (stereo not given)	-1	13	24	3	8	10	-2	18	6.2
CCOC(=O)N1CCC(NS(=O)(=O)c2ccc(C)c(Cl)c2)CC1	8	7	-6	-1	-2	-3	-4	4	-2.3
CCOC(=O)c1c(NC(=O)COc2ccc3ccc(=O)oc3c2)sc(C(=O)N(C)C)c1C	14	-9	-15	3	-7	-5	1	11	-1.3
C[C@H](NC(=O)c1ccc(Cl)cc1)C(=O)NCCc1ccc(S(N)(=O)=O)cc1	13	-8	2	1	-2	9	-1	-8	-0.1
Cc1c(C(=O)O)cccc1-n1c(C)cc(/C=C(/C#N)C(=O)NCc2ccccc2)c1C	25	6	10	0	-2	4	-2	-7	1.7
O=C(COC(=O)CN=C1NS(=O)(=O)c2ccccc21)Nc1ccccc1OC(F)F	0	10	-11	1	1	3	-4	-19	0.7
Cc1ccc2nc(-c3ccc(-c4ccccn4)s3)cn2c1	20	-20	31	-8	2	12	2	-96	2.6
Cc1nc(SCc2nc3ccc(C(F)(F)F)cc3[nH]2)c2oc3ccccc3c2n1	22	33	57*	5	0	7	-5	49	-1.8
CCOc1cc(Br)c(C(C)NC(=O)c2cccnc2)cc1OCC (stereo not given)	4	-2	15	1	-4	-2	1	21	-0.7
Cc1cccc(N2CCN(C(=O)c3nn(C)c4c3CS(=O)(=O)c3ccccc3-4)CC2)c1C	19	29	10	1	-1	-16	-5	33	-0.2
COc1cc(C(=O)NCc2ccco2)cc(OC)c1OC	8	16	14	-1	0	0	-3	17	-1.5
Cc1n[nH]c(=O)nc1NCc1ccc(Cl)cc1	5	11	3	0	-1	-2	-2	-19	-0.3
Brc1ccc(OCCOCCN2CCOCC2)cc1	4	-19	9	2	-1	4	-4	2	2.0
Cc1ccc(C(=O)NCCCNCCCNC(=O)c2ccc(C)nc2)cn1	13	9	7	0	1	-4	-1	3	-1.7
COc1ccc(CC(=O)Nc2ccc3nc(C)sc3c2)cc1OC	-4	-1	1	-2	-1	4	-1	0	-0.2
Cc1ccc(-n2c(=O)c(C#N)cc3c(=O)n4cccc(C)c4nc32)cc1	13	7	-30	-1	1	-19	-3	20	1.1
CCc1c(C)nc(SCC(=O)N2CCN(c3ccccc3OC)CC2)[nH]c1=O	8	15	12	-2	-4	14	-2	18	0.0
COc1ccccc1CN1C(=S)SC(C)(C)C1NO (stereo not given)	-19	31	11	-2	1	15	-3	-1	0.0
Cc1ccccc1C(=O)c1c[nH]c(C(=O)NCCc2ccccn2)c1	-2	-3	10	-2	-1	-17	-1	22	-1.6
Cc1[nH]n(-c2ccccc2)c(=O)c1N=Nc1cccc(Cl)c1	9	1	5	0	4	2	-6	-63	3.2
C=C(C)CNC(=S)N1CCNC(=O)C1CC(=O)OC (stereo not given)	-6	14	0	1	1	9	-3	1	1.0
Cc1ccc(NC(=O)c2cnccn2)cc1	14	-11	-6	0	2	-15	-1	-38	0.4
O=C(NCCc1ccc(Cl)cc1)C1CCN(S(=O)(=O)N2CCCCC2)CC1	-8	30	30	-1	-2	31	-5	-1	-0.1
CCC(=O)NCCNc1nc2cc(C)c(C)cc2cc1C#N	-15	8	3	1	2	6	0	-10	2.7
O=C(Cc1ccc(Br)cc1)Nc1ccc(Cl)cc1	28	-4	7	-2	4	-13	2	-17	12
Cc1ccc(S(=O)(=O)NCC(=O)N(CC(=O)NCC2CCCO2)Cc2ccccc2)cc1 (stereo not given)	2	10	15	-2	0	2	-1	4	1.7
O=C1CC(=O)Nc2cc(S(=O)(=O)N3CCN(c4ccc([N+](=O)[O-])cc4)CC3)ccc2N1	20	8	13	-1	-4	-9	-1	-5	1.0
Cn1nc(C(F)(F)F)c(CN2CC(C)(C)C2=O)c1N1CCOCC1	3	5	0	0	1	2	-1	2	-0.2
O=C(Nc1ccccn1)c1ccc(C(=O)c2ccccc2)cc1	26	5	14	3	-5	-8	10	-77	7.1
c1ccc(CN2CCN(c3cnc4ccccc4n3)CC2)cc1	14	11	18	0	0	-1	-2	-22	5.9
CCOC(=O)Nc1ccc([N+](=O)[O-])cc1OC	8	14	-1	1	-1	11	-8	-14	-0.2
COc1ccc(-n2c(/C=C3\C(=O)N(C)c4ccccc43)nc3ccccc3c2=O)cc1	23	24	33	2	2	12	5	61*	2.1
CCCOc1ccc(C(=O)NNC(=O)CCNC(=O)c2ccco2)cc1OC	11	-5	-4	-2	2	3	-4	18	0.7
Cc1ccc(S(=O)(=O)N2CCN(C(=O)COC(=O)c3ccc(O)cc3)CC2)c(C)c1	20	6	5	-1	0	3	-2	-5	0.1
Cc1ccc2[nH]c(=O)c(CN(CCCN(C)C)C(=O)Nc3ccc(Cl)cc3)cc2c1	6	20	20	0	-1	6	-5	44	0.1
Cc1cc(C)nc(-n2nc(C)cc2NC(=O)c2cccc(S(=O)(=O)N(C)C)c2)n1	19	5	-2	2	-4	-7	-3	14	-0.1
O=C(NN1C(=O)/C(=C/C=C/c2ccco2)SC1=S)c1ccncc1	26	8	24	-1	1	-25	0	13	-0.6
CCCCN1C(=O)/C(=c2\sc3nc(=O)c(-c4ccccc4)nn3c2=O)c2ccccc21	1	17	12	0	-1	10	-5	7	-1.6
CCOc1ccc2c(c1)C(=O)C(=O)N2CC1COc2ccccc2O1 (stereo not given)	14	19	44	1	24	25	-3	69*	-1.0
CCCCNCC(=O)Nc1sc(C)c(C)c1C(=O)OCC	18	14	-19	4	-1	4	-1	6	-1.1
Cc1c(C(=O)O)oc2ccc(S(=O)(=O)N3CCCC3)cc12	5	-13	2	2	-1	5	-5	4	-1.7
CCOc1ccccc1NS(=O)(=O)c1ccc2c(c1)NC(=O)CCS2	4	-4	0	-3	-5	17	1	11	-1.4
O=S(=O)(c1cccc(NC(=S)N2CCN(c3ccc(F)cc3)CC2)c1)C(F)F	-31	25	19	-4	2	30	-1	6	-0.5
CN(C)c1cccc(O)c1	2	1	1	2	0	5	-2	15	-0.1
Cc1cc2c(c(CO)c1CCO)C(=O)[C@@H](C)[C@@H]2O	-7	-8	7	-3	-1	6	-3	6	1.0
COc1ccc(-c2nnc(NC(=O)CSc3ccc(Cl)cc3)s2)cc1OC	-7	-10	-28	2	1	-10	1	28	-2.2
COc1cc(S(=O)(=O)NCCc2ccc3c(c2)OCO3)ccc1-n1cnnn1	7	-4	6	-24	0	8	0	24	0.0
COc1ccc(-c2nnc(SCC(=O)N3CCCC3)o2)c(OC)c1	-2	-13	6	1	13	8	-1	-30	2.7
CCC(C)N(C)C1CCN(C(=S)Nc2cccc(OC)c2)CC1 (stereo not given)	-12	12	0	-1	1	-3	-5	12	1.8
Cn1c(SCC(=O)Nc2nccs2)nnc1-c1ccc(S(=O)(=O)N2CCCC2)cc1	-6	7	11	1	-2	6	-2	-16	-1.2
NC(=O)C1CCCN(CC(=O)Nc2cc(S(=O)(=O)N3CCOCC3)ccc2N2CCCC2)C1 (stereo not given)	24	3	7	0	-5	-6	-1	-20	-1.4
Oc1ccc(C[C@@H]2CNCCN2CCCCC2CCCCC2)cc1	10	-10	4	5	3	1	5	57*	1.3
Cc1ccc(OCc2cnc(Cl)s2)c(C)c1	21	-14	-11	1	5	-15	-3	5	6.4

Carrying on:
SMILES	NALP3 yeast inh	tim10-1 inh	tim23-1 inh	GRIN3A LBD mod	XBP1 UPR activ	TIM10 inh	APJ ag	Mdm2-MdmX inh	CHOP UPR activ
Cc1cc(NC(=O)OC2CCCCC2)ccc1[N+](=O)[O-]	28	49*	53*	-18	-4	34	1	-104	4.9
Cc1ccccc1OCC(=O)NCCC1=CCCCC1	3	-10	-8	-1	1	-23	-4	12	2.8
CCC(CC)c1nc(C(N)=O)c2[nH]c(=O)n(-c3ccc(OC)c(OC)c3)c2n1	-8	2	8	0	6	8	0	3	2.1
Cc1ccccc1NC(=O)Nc1ccccn1	53*	-20	4	-1	-5	-5	0	-13	2.8
CCC1Oc2ccc(C)cc2N(CC(=O)N2CCN(c3ccc(F)cc3)CC2)C1=O (stereo not given)	21	-22	16	0	-1	4	-2	1	-0.1
COc1ccc(C)cc1N1CC(C(=O)OCc2nc(N)nc(Nc3ccccc3C)n2)CC1=O (stereo not given)	16	5	-3	-2	-3	6	7	6	-1.2
O=C(NCc1n[nH]c(=S)n1Cc1ccccc1)c1ccc(Cl)cc1Cl	29	-20	4	2	-4	-11	0	-14	-0.1
CC1=NNC(=O)C1CCC(=O)N/N=C/c1ccccc1 (stereo not given)	7	3	10	1	-4	0	-4	16	-1.4
CCOC(=O)C1=C(COC(=O)c2cc(OC)c(OC)c(OC)c2)NC(=O)NC1C (stereo not given)	17	6	12	2	-1	0	3	-9	-0.4
CCSc1ccccc1C(=O)Nc1cc(OC)c(OC)c(OC)c1	8	13	11	1	0	3	-3	4	-2.0

Record cards (already shown). Order of values: NALP3 yeast inh, tim10-1 inh, tim23-1 inh, GRIN3A LBD mod, XBP1 UPR activ, TIM10 inh, APJ ag, Mdm2-MdmX inh, CHOP UPR activ
CCOC(=O)C1=C(COC(=O)c2cc(OC)c(OC)c(OC)c2)NC(=O)NC1C (stereo not given) as listed: 17, 6, 12, 2, -1, 0, 3, -9, -0.4
CCC(CC)c1nc(C(N)=O)c2[nH]c(=O)n(-c3ccc(OC)c(OC)c3)c2n1 as listed: -8, 2, 8, 0, 6, 8, 0, 3, 2.1
Cc1ccccc1NC(=O)Nc1ccccn1 as listed: 53*, -20, 4, -1, -5, -5, 0, -13, 2.8
CCC1Oc2ccc(C)cc2N(CC(=O)N2CCN(c3ccc(F)cc3)CC2)C1=O (stereo not given) as listed: 21, -22, 16, 0, -1, 4, -2, 1, -0.1
